TNAP inh hiacc: human TNAP enzyme inhibitors, primary screen, biochemical, luminescent, high phosphate acceptor level, uHTS; purified TNAP, CDP-star luminescence, 1 M DEA; inhibition, % at 20 µM; 200,000 compounds, 0.03% hits;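 active = over 50% inhibition of tissue-nonspecific alkaline phosphatase at 20 µM in the single-dose screen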;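 note: plate controls were DMSO wells for no effect and EDTA-quenched wells as full inhibition for full effect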
Target sequence (P05186 whole entry, looked up): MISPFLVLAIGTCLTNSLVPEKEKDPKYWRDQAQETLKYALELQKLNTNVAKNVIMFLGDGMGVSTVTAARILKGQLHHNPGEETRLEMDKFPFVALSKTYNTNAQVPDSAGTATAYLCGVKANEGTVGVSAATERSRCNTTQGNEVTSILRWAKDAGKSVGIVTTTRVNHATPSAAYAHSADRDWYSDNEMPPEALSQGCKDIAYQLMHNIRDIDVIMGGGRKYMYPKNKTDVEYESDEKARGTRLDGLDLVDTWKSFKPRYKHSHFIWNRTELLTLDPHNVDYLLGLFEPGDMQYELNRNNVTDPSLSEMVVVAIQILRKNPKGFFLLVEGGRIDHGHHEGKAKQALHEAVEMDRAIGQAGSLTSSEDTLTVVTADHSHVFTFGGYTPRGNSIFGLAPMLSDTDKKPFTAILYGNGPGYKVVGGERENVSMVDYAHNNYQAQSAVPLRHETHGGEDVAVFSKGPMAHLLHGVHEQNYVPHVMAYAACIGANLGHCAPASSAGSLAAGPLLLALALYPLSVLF
TNAP inh noacc: human TNAP enzyme inhibitors, primary screen, biochemical, luminescent, no phosphate acceptor, uHTS. Alkaline phosphatase, tissue-nonspecific isozyme (Homo sapiens), P05186. purified TNAP, CDP-star luminescence, 30 min. inhibition, % at 20 µM. 200,000 compounds, 0.26% hits. AID 1012, 2008;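 active = tissue-nonspecific alkaline phosphatase inhibition above about 50% at 20 µM in the single-dose screen, limit read from the data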;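 note: 0% = DMSO negative control and 100% = EDTA positive control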
PMI act satM6P: human PMI activators, high substrate, primary screen, biochemical, fluorescence intensity, near-saturating mannose 6-phosphate; Mannose-6-phosphate isomerase (Homo sapiens), P34949; coupled PMI enzyme assay, resazurin fluorescence, 20 min; active compounds read high; 1 = untreated enzyme, 0 = substrate-free blank; activation factor at 20 µM; 190,000 compounds, 0.34% hits;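 active = activation factor of 2 or more at 20 µM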
Target sequence (P34949 whole entry, looked up): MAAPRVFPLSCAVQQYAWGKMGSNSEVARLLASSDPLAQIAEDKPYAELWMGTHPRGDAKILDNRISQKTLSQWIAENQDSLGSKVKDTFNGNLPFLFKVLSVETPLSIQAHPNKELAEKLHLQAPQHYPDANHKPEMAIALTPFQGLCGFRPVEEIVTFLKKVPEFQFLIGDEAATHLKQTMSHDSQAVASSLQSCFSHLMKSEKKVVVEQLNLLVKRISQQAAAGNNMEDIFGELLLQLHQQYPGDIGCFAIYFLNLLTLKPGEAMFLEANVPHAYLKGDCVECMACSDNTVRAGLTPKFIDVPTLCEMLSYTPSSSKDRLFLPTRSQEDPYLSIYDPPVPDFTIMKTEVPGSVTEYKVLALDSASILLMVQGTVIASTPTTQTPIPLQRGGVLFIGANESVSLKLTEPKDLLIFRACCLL
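Test system: human PMI in coupled enzyme assay; Input: PMI at 15 ng/mL final; Medium: HEPES buffer, pH 7.4; Schedule: 20 min incubation at room temperature; Technique: resorufin fluorescence at Ex 544/Em 590 nm; Compound: 20 µM single dose; Probe or stimulus: Near-saturating mannose-6-phosphate, 1.0 mM.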
Diaph act CS: compounds boosting diaphorase resazurin reduction – biochemical, uHTS, resorufin fluorescence, counter-screen for diaphorase-coupled primary assays, primary screen; 190,000 compounds, 0.005% hits; Diaphorase/resazurin coupled assay, 16 min; active compounds read high; 1 = vehicle wells, 0 = NADH-free wells; AID 1229, 2008; activation factor at 20 µM;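 active = diaphorase activity raised at least twofold by the compound at 20 µM; inactive = activation factor below 2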
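Material: purified diaphorase enzyme from Clostridium kluyveri; Also added: 0.114 mM NADH and 0.1 mM resazurin, final amounts; Doses: single compound dose of 20 µM, 1% DMSO final; Times: 16 min enzyme reaction, ambient temperature; Detection: resorufin fluorescence, excitation 544 nm, emission 590 nm; Measure: increased resorufin signal from activators or reducing compounds.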
G6PDH CS: L. mesenteroides G6PDH inhibitors, counter-screen for G6PDH-coupled screening assays, biochemical, Leuconostoc mesenteroides enzyme | glucose-6-phosphate dehydrogenase [Leuconostoc mesenteroides] | Purified L. mesenteroides G6PDH, diaphorase/resazurin coupled fluorescence, 45 min | inhibition, % at 5 µM | 200,000 compounds, 0.12% hits | AID 1020, 2008; in the data active = inhibition above about 50%
Diaphorase inh: diaphorase inhibitors and chemical oxidizers, primary screen, counter-screen for diaphorase-coupled primary assays, biochemical, uHTS, resorufin fluorescence | 190,000 compounds, 0.69% hits | inhibition, % at 20 µM | diaphorase resazurin-to-resorufin fluorescence, NADH, 16 min; bacterial (C. kluyveri) enzyme, not human;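 active = primary screen inhibition at 20 µM above a set limit, cut at about 50% in these data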;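 note: plate controls were DMSO with full reaction for no effect and wells lacking NADH for full effect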
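System: Bacterial diaphorase enzyme (C. kluyveri) | Incubation: 16-min room-temperature incubation before reading | Benchmarks: No-NADH positive control and DMSO neutral control | Measured by: Resorufin fluorescence 544/590 nm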
PMI act: activators of human PMI, primary screen, biochemical, fluorescence intensity, near-Km mannose 6-phosphate | purified human PMI, coupled resazurin fluorescence, 20 min; active compounds read high; 1 = vehicle control, 0 substrate-free wells | AID 1214, 2008 | 190,000 compounds, 0.005% hits | Mannose-6-phosphate isomerase (Homo sapiens), P34949 | activation factor at 20 µM;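 active = activation factor of 2 or more at 20 µM, relative to plate controls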
TNAP act hi DEA: TNAP activators at high phosphate acceptor level, primary screen, biochemical, luminescence, uHTS | Alkaline phosphatase, tissue-nonspecific isozyme (Homo sapiens), P05186 | purified TNAP, CDP-star luminescence, 1 M DEA, 30 min; active compounds read high; 0 = EDTA background, 1 = DMSO-only activity | activation factor at 20 µM | 200,000 tested, under 10 active | AID 1136, 2008;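 active = activation factor at least 2 at 20 µM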
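system = human TNAP | amount = enzyme diluted 1/800 final | reagent = 100 µM CDP-star substrate | signal = luminescent substrate turnover signal | dosing = one dose, 20 µM | benchmarks = EDTA negative control, DMSO positive control | measure = activation factor | timing = 30 min reaction, room temperature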
FLuc stim CS: FLuc activators, initial screening, artefact control for FLuc-dependent activation tests, biochemical, ATPlite luminescence; Luciferin 4-monooxygenase (Photinus pyralis), P08659; ATPlite luciferase biochemical, 10 min; 0 = ATP-free wells, 1 = DMSO control; activation factor at 10 µM; 200,000 tested, under 10 active;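 active = luciferase activation factor, scaled between plate controls, of at least 2 with compound at 10 µM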
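assay system = Luciferase/luciferin detection reagent, cell-free biochemical luciferase assay | also added = ATP substrate | times = 10 min post-reagent at room temperature | measured by = luminescence from luciferase reaction | measure = luciferase activation, seen as luminescence increase over controls | benchmarks = low control with PBS replacing ATP, high control enzyme plus ATP without compound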
Efa HMGR inh: inhibitors of E. faecalis class II HMGR, primary screen, biochemical, Enterococcus faecalis; 190,000 compounds, 0.41% hits; HMG-CoA reductase (Enterococcus faecalis, mvaE); inhibition, % at 10 µM; purified E. faecalis HMGR, NADPH absorbance 340 nm kinetic;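 active = inhibition above a set limit, the median over all tested compounds plus 3 SD, cut at about 9.5% in these data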;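 note: enzyme runs in reverse so mevalonate oxidation gives rising NADPH absorbance; 0% = complete reaction with DMSO and 100% = background rate lacking mevalonate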
Numbers without * were called inactive; nt = not tested or not shown.

Sample of the layout:
SMILES	TNAP inh hiacc	TNAP inh noacc	PMI act satM6P	Diaph act CS	G6PDH CS	Diaphorase inh	PMI act	TNAP act hi DEA	FLuc stim CS	Efa HMGR inh
CCCOC(=O)Cc1n[nH]c(=O)[nH]c1=O	-3	0	0.8	0.8	-2	16	0.8	1	1.1	-2
CCCCc1n[nH]c2c1/C(=N/O)CC(C)(C)C2	-3	33	1	1	2	1	1	1	1	0
COc1ccc(S(=O)(=O)NCc2ccco2)cc1N(C)S(=O)(=O)c1ccccc1	-8	-13	1	0.8	3	21	0.9	1.1	1	0
CCC(C)Sc1nnc(CNC(=O)C23CC4CC(CC(C4)C2)C3)n1C1CCCCC1 (configuration not stated)	-2	-4	0.9	0.9	-25	8	0.9	1	1	-4
O=C(NCc1cccs1)C1CCN(S(=O)(=O)c2ccc3c(c2)OCCO3)CC1	-8	-15	1.1	0.9	1	12	1	1.1	1.1	5
CC(=O)OCC1=C(C(=O)O)N2C(=O)[C@@H](NC(=O)Cc3cccs3)[C@H]2SC1	-2	-11	0.7	0.8	15	20	0.9	1	1.1	-6

This part in full, from the first entry:
SMILES	TNAP inh hiacc	TNAP inh noacc	PMI act satM6P	Diaph act CS	G6PDH CS	Diaphorase inh	PMI act	TNAP act hi DEA	FLuc stim CS	Efa HMGR inh
CCCOC(=O)Cc1n[nH]c(=O)[nH]c1=O	-3	0	0.8	0.8	-2	16	0.8	1	1.1	-2
CCCCc1n[nH]c2c1/C(=N/O)CC(C)(C)C2	-3	33	1	1	2	1	1	1	1	0
COc1ccc(S(=O)(=O)NCc2ccco2)cc1N(C)S(=O)(=O)c1ccccc1	-8	-13	1	0.8	3	21	0.9	1.1	1	0
CCC(C)Sc1nnc(CNC(=O)C23CC4CC(CC(C4)C2)C3)n1C1CCCCC1 (configuration not stated)	-2	-4	0.9	0.9	-25	8	0.9	1	1	-4
O=C(NCc1cccs1)C1CCN(S(=O)(=O)c2ccc3c(c2)OCCO3)CC1	-8	-15	1.1	0.9	1	12	1	1.1	1.1	5
CC(=O)OCC1=C(C(=O)O)N2C(=O)[C@@H](NC(=O)Cc3cccs3)[C@H]2SC1	-2	-11	0.7	0.8	15	20	0.9	1	1.1	-6
CCOC(=O)CCCOC(=O)c1ccc(S(=O)(=O)N(C)C)cc1	-2	-10	1	0.9	1	8	1	1	1	-3
CCCCNC(=S)NNC(=O)c1csc(C(C)C)c1	3	-154	1.2	1	0	-2	1.2	1	1	2
[2H]c1c([2H])c([2H])c(-c2nc(N3CCCCCC3)sc2C(=O)c2ccccc2)c([2H])c1[2H]	-4	-10	1	0.8	-3	15	0.9	1	1	-1
Cc1csc(NC(=O)CNC(=O)OCc2ccccc2)n1	-2	-1	1.1	0.9	10	6	1.1	1	1.1	1
CC(C)(C)c1cc(N)n(-c2ccc(C(=O)O)cc2)n1	0	-2	0.5	0.8	20	17	0.8	1	1	-4
COC(=O)c1ccccc1NC(=S)N(Cc1ccc2c(c1)OCO2)Cc1cc2cccc(C)c2[nH]c1=O	-3	-3	0.9	0.8	-3	22	0.9	1	1	5
CCc1nnc(NC(=O)[C@@H](NC(=O)c2cc(OC)cc(OC)c2)C(C)C)s1	1	-4	1	1	0	2	1	1	1	-6
Cc1csc(C(C#N)C(=O)c2cc3ccccc3o2)n1 (configuration not stated)	-2	-10	1	1	7	4	0.9	1	0.1	-6
O=C(CC(=O)N/N=C/c1ccc(Cl)cc1Cl)NCc1ccccc1	-2	2	0.9	1	6	5	1	1	1.1	-7
N#CC1(Cc2ccccc2)c2ccccc2C=CN1C(=O)c1ccccc1 (configuration not stated)	-1	-2	0.9	0.8	-2	18	0.9	1	1	-1
Cc1nnc(-c2cnn(C)c2N)n1CCCN(C)C	-5	-18	1	0.9	0	9	1.1	1.1	1.1	-3
COc1ccc(C2=CSC3=C(C(=O)c4cccc(S(=O)(=O)N(C)C)c4)CCN23)cc1	-2	2	1.1	1	0	0	1.1	1	1.1	-1
COc1ccc(NC(=S)N2CCC(c3nc4ccccc4o3)CC2)c(OC)c1	0	-4	0.7	0.9	18	13	0.8	1	1	-2
O=C(Nc1cccn(Cc2ccccc2)c1=O)NC1CCCCC1	0	3	0.8	0.9	18	10	1	1	1	1
O=[N+]([O-])c1cc(C(F)(F)F)ccc1Sc1ccccn1	0	0	0.9	1	18	-4	1	1	1	3
COCc1nnc(NC(=O)CC(C)C)s1	-1	-10	1	1	1	2	1.1	1	1.1	0
O=C(/C=C/c1ccc(F)cc1)NCCc1ccc2c(c1)OCCO2	0	-18	1	0.8	0	21	0.9	1	1	-12
CC1CCc2onc(C(=O)NCc3ccco3)c2C1 (configuration not stated)	-2	-8	1	0.9	4	8	1	1	1	2
COc1ccc(C)cc1S(=O)(=O)N1CCN(S(=O)(=O)c2cc(C)ccc2OC)C(C)C1 (configuration not stated)	2	-11	0.9	0.8	-16	16	0.8	1	1	-2
Cc1cc(=O)oc2c1c(C)nn2-c1nn[nH]n1	-5	-12	0.8	0.8	-6	19	0.6	1	1	-1
CCCn1c(=NC(=O)c2ccc3c(c2)OCO3)c(C#N)cc2c(=O)n3cccc(C)c3nc21	1	-5	0.9	0.9	-9	12	0.9	1	1	nt
O=C(Nc1ccc(Cl)cc1)NC1CCCCC1Cc1ccco1 (configuration not stated)	-18	-54	0.9	0.9	2	15	0.9	1.2	1	-6
CN(Cc1ccccc1)S(=O)(=O)c1ccc(NC(=S)NC(=O)C2CCCCC2)cc1	6	1	0.9	0.9	-9	8	0.9	0.9	1	4
O=c1[nH][nH]cc1C=Nc1ccc(Cl)cc1	-6	-62	0.9	0.8	2	21	1.1	1.1	1	3
CCOCCCNC(=O)C(NC(=O)c1ccc(NC(C)=O)cc1)c1ccc(OC)cc1 (configuration not stated)	-1	-8	1	0.9	-4	11	0.9	1	1.1	-4
O=C(CCc1ccccc1)OCC(=O)c1cccc([N+](=O)[O-])c1	-5	-10	0.9	0.8	-6	23	1	1.1	1.1	0
Cc1ccc(OCC(=O)NNC(=S)NCc2ccccc2)cc1	0	-27	0.9	1	10	4	0.9	1	1	-4
Cc1cccc(NC(=O)CCSc2nc(C)cc(C)n2)c1	-5	-9	1	0.8	-1	18	0.9	1	1.1	-7
Cc1nnc2n1N=CC=C(C(C)(C)C)S2	-5	-18	1	0.9	0	10	1	1	1.1	-11
Cc1ccc(NC(=O)COC(=O)Cn2nc(C)c([N+](=O)[O-])c2C)c([N+](=O)[O-])c1	-6	-10	0.9	0.8	12	21	0.9	1.1	1	-1
O=c1c2[nH]c3cccc(Cl)c3c2ncn1Cc1ccncc1	-7	1	1	0.9	-1	6	1	1.1	1.1	0
CC[n+]1ccc(C)c2cc(S(=O)C(F)(F)F)ccc21 (configuration not stated)	-2	-15	1	1	6	4	1.2	1	1.1	-13
Cc1ccc(S(=O)(=O)/N=C(\N)Nc2nc(C)c3cc(C)ccc3n2)cc1	-5	-13	1	0.8	2	16	1	1.1	1.1	-3
COc1cccc(NC(=O)CSc2nnc(-c3cc(C)n(-c4ccccc4)c3C)o2)c1	-2	-12	0.9	0.8	10	20	0.9	1	1	-1

Pulled one by one from the entries so far (two):
SMILES	TNAP inh hiacc	TNAP inh noacc	PMI act satM6P	Diaph act CS	G6PDH CS	Diaphorase inh	PMI act	TNAP act hi DEA	FLuc stim CS	Efa HMGR inh
Cc1cc(=O)oc2c1c(C)nn2-c1nn[nH]n1	-5	-12	0.8	0.8	-6	19	0.6	1	1	-1
O=c1[nH][nH]cc1C=Nc1ccc(Cl)cc1	-6	-62	0.9	0.8	2	21	1.1	1.1	1	3

Continued.
SMILES	TNAP inh hiacc	TNAP inh noacc	PMI act satM6P	Diaph act CS	G6PDH CS	Diaphorase inh	PMI act	TNAP act hi DEA	FLuc stim CS	Efa HMGR inh
CC(=O)c1ccc(C(=O)N2CCC(CO)(Cc3cccc(C(F)(F)F)c3)CC2)cc1	-8	-4	1	0.9	13	8	1	1.1	1.1	-1
Cc1cc(C)c(-c2cc(C(=O)Nc3c(C)n(C)n(-c4ccccc4)c3=O)[nH]n2)c(O)c1	3	-25	0.8	0.8	-6	18	0.8	1	1	-4
COc1ccc(/C=N/N2CCN(C3c4ccccc4-c4ccccc43)CC2)cc1OC	-2	-1	0.9	0.9	-14	11	0.9	1	1	-4
COc1ccccc1NC(=O)c1c(C)cc(=O)oc1C	-9	-13	1	0.9	7	10	1.1	1.1	1.1	0
CCCCC(=O)NCc1ccc(Cl)cc1	1	-21	1	0.9	4	12	1	1	1	-3
COC(=O)C1(CCSC)NC(c2ccc(O)c(OC)c2)C2C(=O)N(c3ccc(C)cc3)C(=O)C21 (configuration not stated)	-3	-9	0.9	1.1	12	-6	1	1	1.1	0
Cc1ccn2cc(-c3ccc4c(c3)NC(=O)CO4)nc2c1	-2	2	1	1	-1	-4	1.2	1	0.2	-9
CCCn1nnnc1SCC(=O)NCc1cccs1	-6	-15	1	0.8	3	19	1	1.1	1.1	-1
COc1ccc(CC(=O)NC(C)(C)C)cc1S(=O)(=O)N1CCOCC1	-1	-14	1.1	0.9	-4	10	1	1	1.1	-5

High-throughput results from PubChem.
